Compound activity (PubChem)
aGal spleen mod: qHTS Assay for Inhibitors and Activators of Human alpha-Galactosidase From Spleen Homogenate; Alpha-galactosidase A (Homo sapiens), P06280; human spleen homogenate, 4MU-alpha-Gal fluorescence, 40 min; Potency, µM (top dose mostly 80 µM), without a hit: at the top dose activity change, negative = inhibition, hits mostly inhibitors; 0.008% of 240,000 active; AID 2107, 2009;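 note: potency is the fitted concentration of half-maximal effect; 0% = enzyme with vehicle and -100% = no enzyme basal signal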
Target sequence (P06280 32-429 limits assumed): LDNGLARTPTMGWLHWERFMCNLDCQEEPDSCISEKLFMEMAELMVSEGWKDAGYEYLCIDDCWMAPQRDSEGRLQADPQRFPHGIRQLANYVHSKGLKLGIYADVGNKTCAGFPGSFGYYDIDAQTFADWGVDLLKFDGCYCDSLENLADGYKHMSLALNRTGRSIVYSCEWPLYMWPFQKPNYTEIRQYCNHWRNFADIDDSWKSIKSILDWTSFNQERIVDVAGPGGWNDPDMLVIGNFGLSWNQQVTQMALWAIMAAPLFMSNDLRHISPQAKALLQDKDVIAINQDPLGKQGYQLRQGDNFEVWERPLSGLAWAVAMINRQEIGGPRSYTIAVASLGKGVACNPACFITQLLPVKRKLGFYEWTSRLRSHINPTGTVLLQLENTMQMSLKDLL
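Fluorogenic readout (Ex 365/Em 440 nm) of 4-methylumbelliferone released from 1 mM 4-MU-alpha-galactoside by spleen homogenate, 40 min at 37C, pH 5.0. Data normalized to no-enzyme and enzyme controls; Hill-equation AC50 from compound titrations.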
CBFb-RUNX1 inh: qHTS Assay for Compounds Blocking the Interaction Between CBF-beta and RUNX1 for the Treatment of Acute Myeloid Leukemia | Runt-related transcription factor 1 (Homo sapiens) + Core-binding factor subunit beta … | AlphaScreen CBFb-His/RUNX1-biotin binding, biochemical | Potency, µM (top dose mostly 59.8 µM), for the others: at the top dose activity, negative = inhibition, hits mostly inhibitors | 230,000 tested, under 10 active | AID 1477, 2009; note: % of control where 0% means no effect
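His-tagged CBF-beta and biotinylated RUNX1 (30 nM each) were premixed 20 min at room temperature, exposed to compound for 15 min, then given nickel-chelate and streptavidin AlphaScreen beads (50 ng each). After 90 min, AlphaScreen signal was read.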
TR SRC2 fluor cs: Total Fluorescence Counterscreen for Inhibitors of the Interaction of Thyroid Hormone Receptor and Steroid Receptor Coregulator 2 | 0.29% of 280,000 active | Potency, µM (highest dose often 106 µM), without a hit: top-dose fluorescence change, negative = quenching | AID 1479, 2009 | TRb/SRC2 Texas Red total fluorescence interference; active = well fitted curve in either direction with a large enough effect; inconclusive = small, poorly fitted or top-dose-only effect; note: potency is the fitted concentration of half-maximal effect; % is set by controls: 0 for no effect and ±100 for the full control effect
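Human TRβ ligand-binding domain (0.6 uM) and Texas Red SRC2 peptide (20 nM) in Tris buffer with 1 uM T3 and 5% DMSO were incubated with pinned compound for 5 hr at ambient temperature. Total fluorescence was computed as S + 2P (555/632 nm).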
Tau fluor counter: Counterscreen qHTS for Inhibitors of Tau Fibril Formation, Fluorescence Polarization; AID 1463, 2008; Potency, µM (titrated, usually from 57.7 µM), for inactives: top-dose activity change, negative = decrease; tau K18 P301L Alexa594 fluorescence, heparin fibrillization; 0.93% of 280,000 active; note: potency is the fitted concentration of half-maximal effect; % is set by controls: 0 for no effect and ±100 for the full control effect; nearly all actives have a fitted effect of over 55% in size
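Human tau K18 P301L (15 uM unlabeled, 0.24 uM Alexa 594-labeled) in 100 mM sodium acetate pH 7 with 20 uM heparin, 6 hr at 37 C. ThT 30 uM added, 1 hr ambient; Alexa 594 FP and total fluorescence read at 555/632 nm.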
NPSR antag: qHTS Assay for Antagonists of the Neuropeptide S Receptor: cAMP Signal Transduction; Q6W5P4; CHO-NPSR cells, cAMP TR-FRET, antagonist mode; Potency, µM (highest dose often 38.3 µM), for inactives: at the highest dose activity change, negative = inhibition, hits mostly inhibitors; 1% of 220,000 active; AID 1461, 2008; note: potency is the fitted concentration of half-maximal effect; % is set by controls: 0 for no effect and ±100 for the full control effect; nearly all actives have a fitted effect of over 50% in size; many of its hits are not listed in these tables
Target sequence (Q6W5P4 whole entry, looked up): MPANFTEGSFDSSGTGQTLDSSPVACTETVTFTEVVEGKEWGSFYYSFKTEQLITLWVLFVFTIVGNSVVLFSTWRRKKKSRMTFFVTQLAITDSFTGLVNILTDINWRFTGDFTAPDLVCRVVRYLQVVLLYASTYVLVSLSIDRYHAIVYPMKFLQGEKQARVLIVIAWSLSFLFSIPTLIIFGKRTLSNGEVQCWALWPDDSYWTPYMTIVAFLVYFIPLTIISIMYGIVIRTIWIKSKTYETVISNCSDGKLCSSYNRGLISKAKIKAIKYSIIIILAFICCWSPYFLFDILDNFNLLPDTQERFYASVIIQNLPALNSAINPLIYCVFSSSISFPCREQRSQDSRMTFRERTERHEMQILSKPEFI
TRb-SRC2 inh: qHTS for Inhibitors of the Interaction of Thyroid Hormone Receptor and Steroid Receptor Coregulator 2; TRbeta-SRC2 peptide binding, fluorescence polarization; receptor liganded with 1 µM T3; Potency, µM (titrated, usually from 106 µM), for the others: top-dose activity change, negative = inhibition, usual class: inhibitors; 0.065% of 280,000 active;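 note: potency is the fitted concentration of half-maximal effect; plate controls were bound peptide for no effect and peptide without receptor for full effect; nearly all actives have a fitted effect of over 50% in size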
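Compounds were added to 0.6 uM TRb ligand-binding domain and 20 nM Texas Red-labeled SRC2 peptide in Tris buffer containing 1 uM T3, incubated 5 hr at ambient temperature, then read by fluorescence polarization.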
Epigenetic reg: Quantitative High-Throughput Screen for Regulators of Epigenetic Control | Potency, µM (top dose mostly 53.9 µM), inactives show top-dose GFP activation, hits mostly activators | 0.2% of 280,000 active | murine LDR cells, GFP reporter derepression, 30 h; note: potency is the fitted concentration of half-maximal effect; % of control where 0% means no effect; nearly all actives have a fitted effect of over 60% in size
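Reporter derepression read as number of fluorescent GFP-positive objects, 20-120 um in size, counted by laser-scanning cytometer. Mouse LDR line with an epigenetically silenced CMV-GFP locus; compound incubation 30 h, 37 C.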
Tau fibril FP: qHTS for Inhibitors of Tau Fibril Formation, Fluorescence Polarization; Microtubule-associated protein tau (Homo sapiens), P10636; K18 P301L tau heparin fibrillization, Alexa594 FP, 6 h; Potency, µM (highest dose often 57.7 µM), for inactives: at the top dose activity, negative = inhibition, hits mostly inhibitors; 0.39% of 280,000 active; AID 1468, 2008; note: potency is the fitted concentration of half-maximal effect; % is set by controls: 0 for no effect and ±100 for the full control effect; nearly all actives have a fitted effect of over 55% in size
Target sequence (P10636 561-689 P618L limits assumed): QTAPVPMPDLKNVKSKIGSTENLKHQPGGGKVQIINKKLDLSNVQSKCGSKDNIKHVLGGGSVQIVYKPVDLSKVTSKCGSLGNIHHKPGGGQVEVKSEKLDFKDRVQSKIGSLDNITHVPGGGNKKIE
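Steps: dispense K18 P301L tau (15 uM plus 0.24 uM Alexa 594 tracer, final) in pH 7 sodium acetate; add compound; add heparin (20 uM final); incubate 6 hr, 37 C; add ThT (30 uM final); after 1 hr ambient, read FP.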
Active calls of the source: *; ? = inconclusive; nt = no result given; & = joins results of further samples; [ ] = dose if it differs, or a comment. Unless noted, calls come from the whole dose curve; as a rule, active = well fitted curve in the direction sought with a large enough effect; inconclusive = small, poorly fitted or top-dose-only effect, or another doubt; inactive = no such curve, though single readings can be large; an effect the other way counts as inactive or inconclusive. An excerpt, so the mix of outcomes need not match the whole.

entry	SMILES	aGal spleen mod	Epigenetic reg	NPSR antag	TR SRC2 fluor cs	Tau fluor counter	CBFb-RUNX1 inh	Tau fibril FP	TRb-SRC2 inh
1	CCN(CC)CCNc1ncnc2c1sc1nc(N3CCOCC3)c3c(c12)CCCC3	-9%	2.0%	4%	-2%	-4%	2%	-3%	-4%
2	O=C(COC(=O)c1ccc(S(=O)(=O)NCc2ccco2)cc1)Nc1ccc(OC(F)F)cc1	3%	0.0%	-7%[46.1 µM]	-3%	-11%	-5%	-11%	-2%
3	O=C(O)CSc1nnc(Cc2ccccc2)n1-c1ccccc1	4%	-1.0%	-6%[46.1 µM]	0%	-3%	10%	-10%	-9%
4	CCOc1ccc(C(=O)Nc2cc(NC(=O)c3ccco3)ccc2OC)cc1Br	nt	1.1%	nt	-1%	-28%	nt	-6%	4%
5	CCOc1cc(CNCCN2CCOCC2)ccc1OCc1ccccc1Cl	-18%	-1.5%	11%	-7%	-2%	2%	-10%	-10%
6	C=CCSc1nc2sc3c(c2c(=O)n1CC=C)CCc1ccccc1-3	-2%	-1.1%	-31%	1%	-9%	-6%	-2%	4%
7	COc1ccc(-c2noc(CCC(=O)N3CCC(C)CC3)n2)cc1	0%	-2.0%	-7%[46.1 µM]	1%	-8%	1%	2%	-19%
8	Cc1ccc(NS(=O)(=O)c2ccc3c(c2)NC(=O)CCS3)cc1C	nt	-0.2%	nt	-1%	-22%	nt	-3%	-2%
9	CC(=O)NC(Cc1ccc(C)cc1)C(=O)NC1CCN(C(=O)c2ccc([N+](=O)[O-])cc2)CC1 (stereo not given)	3%	1.5%	12%	-3%	5%	-1%	9%	3%
10	COc1cc(CNn2nnnc2N)cc(Br)c1OCc1c(Cl)cccc1Cl	-5%	0.0%	-14%[46.1 µM]	-5%	-29%	-4%	0%	4%

Next compounds.
entry	SMILES	aGal spleen mod	Epigenetic reg	NPSR antag	TR SRC2 fluor cs	Tau fluor counter	CBFb-RUNX1 inh	Tau fibril FP	TRb-SRC2 inh
11	O=C(N/N=C/c1cccc(Cl)c1)C(c1ccncc1)N1CCOCC1 (stereo not given)	-15%	-0.2%	9%	-6%	-17%	16%	7%	-6%
12	CCCCc1ccc(NC(=S)NCCCN2CCOCC2)cc1	-12%	0.9%	-4%	-3%	-7%	-4%	1%	2%
13	CCCCN(CC)C(=O)Cn1nc(C)c2c(C)n(-c3ccccc3)nc2c1=O	nt	-0.8%	nt	-1%	8%	nt	10%	4%
14	Brc1ccc2c(c1)C(C1=NCCN1)c1ccccc1CS2 (stereo not given)	-23%	-1.0%	8%	1%	3%	15%	-1%	-1%
15	O=C(CSc1nnc(-c2ccc(Cl)cc2)o1)Nc1ccc(F)cc1	nt	-1.6%	nt	2%	-8%	nt	-2%	-2%
16	COc1ccc(C)cc1N(CC(=O)Nc1cccc(N(C)S(C)(=O)=O)c1)S(C)(=O)=O	-5%	-1.1%	-25%[46.1 µM]	-7%	-5%	8%	-15%	-1%
17	COc1ccc(-c2c(C)n([O-])c3c([n+]2=O)CCCC3)cc1OC	4%	4.3%	7%	-4%	8%	1%	-3%	-5%
18	Cc1cc(C)c(NC(=O)C(C)n2nc(C)c3sc4ccccc4c3c2=O)c(C)c1 (stereo not given)	nt	7.8%	nt	0%	-15%	nt	-12%	2%
19	CCN(CC(=O)NC1CCCCC1)S(=O)(=O)c1ccc(Cl)cc1	-8%	0.4%	-11%[46.1 µM]	2%	-6%	11%	6%	-1%
20	COC(=O)c1ccc(NC(=O)CN2CCN(S(=O)(=O)c3cc(Cl)ccc3OC)CC2)cc1	-12%	0.0%	-8%[46.1 µM]	1%	2%	-4%	-1%	-9%

Next records follow.
entry	SMILES	aGal spleen mod	Epigenetic reg	NPSR antag	TR SRC2 fluor cs	Tau fluor counter	CBFb-RUNX1 inh	Tau fibril FP	TRb-SRC2 inh
21	Cc1nn(CC(=O)N2CCC(C)CC2)c(=O)c2cc3occc3n12	nt	0.0%	nt	-1%	3%	nt	-1%	0%
22	COC(=O)c1ccc(CSc2nc3ccccc3o2)cc1	4%	0.0%	-18%[46.1 µM]	5%	-12%	?	1%	-5%
23	CC(C)(C)c1ccc(CN2C(=O)CSC2=O)cc1	-4%	-4.0%	-15%	-3%	-14%	19%	-1%	2%
24	COc1ccc(C(=O)Nc2cccnc2)cc1OC	-1%	2.0%	-19%[46.1 µM]	-6%	4%	3%	-4%	-3%
25	Cc1ccccc1NS(=O)(=O)c1ccc(OCC(=O)N2CCCCC2)cc1	3%	-0.1%	-3%[46.1 µM]	1%	-10%	4%	-1%	6%
26	O=C1CC(c2ccc(Cl)cc2)n2nc(NS(=O)(=O)c3ccc(F)cc3)nc2N1 (stereo not given)	6%	1.9%	-1%[46.1 µM]	-3%	-12%	0%	-4%	-17%
27	COCCCNC(=O)Nc1ccc(Br)cc1Cl	2%	-1.1%	-7%[46.1 µM]	3%	5%	10%	9%	-11%
28	COc1c(C)cc(C(=O)C2CCCN(Cc3ccc(Oc4ncccn4)cc3)C2)cc1C (stereo not given)	-15%	0.2%	9%	-2%	-8%	12%	-2%	8%
29	COc1ccc(OCC(=O)Nc2c3c(nn2C(C)(C)C)CSC3)cc1	1%	-5.7%	-21%	0%	-10%	-5%	-1%	-9%
30	CCN(CC)CCOc1cccc(C(C)C)c1	7%	-0.8%	-4%[46.1 µM]	2%	-1%	10%	-4%	0%

Additional compounds follow:
entry	SMILES	aGal spleen mod	Epigenetic reg	NPSR antag	TR SRC2 fluor cs	Tau fluor counter	CBFb-RUNX1 inh	Tau fibril FP	TRb-SRC2 inh
31	COc1c(O)c(O)cc2c1oc1c3ccccc3oc(=O)c21	0%	?	nt	-10%	10µM*[quencher]	-29%	?	10%
32	O=C(CCC(=O)c1cccs1)OCC(=O)c1ccc(Cl)s1	6%	7.2%	-4%[46.1 µM]	0%	-20%	24%	-3%	-4%
33	CN(Cc1ccccc1)c1nnc(N)s1	-2%	10%	11%	0%	-7%	1%[2.36 µM]	-2%	6%
34	O=C(NCc1cccnc1)/C(=C\c1ccc(-c2ccc(Cl)c(Cl)c2)o1)S(=O)(=O)c1ccccc1	2%	0.0%	13µM*	-1%	5%	-4%	2%	14%
35	O=C(O)c1ccc2nc(-c3ccccc3)c(-c3ccccc3)nc2c1	0%&-6%	0.0%&-0.9%	-11%	-2%&-1%	0%&-5%	21%&-4%	-1%&1%	-2%&6%
36	COc1cc(C2OCC3C(c4ccc(OC5OC(CO)C(O)C(O)C5O)c(OC)c4)OCC23)ccc1O (stereo not given)	-2%	-1.5%	-15%	-2%	-19%	-5%	-9%	-7%
37	Cc1ccc(C(=O)Nc2c(-c3cccs3)nc3cc(C)ccn23)cc1	-1%	0.4%	-13%[46.1 µM]	-5%	-15%	15%	6%	0%
38	Cc1ccsc1-c1nc(CN2CCN(C)C(=O)[C@@H]2C)c(C)o1	11%	1.1%	-18%	0%	6%	-1%	6%	1%
39	C=CCN(C(=O)c1ccccc1)c1ccc(OC)cc1	-14%	-4.2%	7%[46.1 µM]	-1%	2%	19%	-5%	-5%
40	COc1cccc(C(=O)N(c2ccc(OC)cc2OC)C2C=CS(=O)(=O)C2)c1 (stereo not given)	2%	-0.4%	-15%[46.1 µM]	-1%	5%	-1%	0%	0%

Profiles from above. Screens in order: aGal spleen mod	Epigenetic reg	NPSR antag	TR SRC2 fluor cs	Tau fluor counter	CBFb-RUNX1 inh	Tau fibril FP	TRb-SRC2 inh
Listed for CN(Cc1ccccc1)c1nnc(N)s1 → -2%	10%	11%	0%	-7%	1%[2.36 µM]	-2%	6%
Listed for COc1cc(C2OCC3C(c4ccc(OC5OC(CO)C(O)C(O)C5O)c(OC)c4)OCC23)ccc1O (stereo not given) → -2%	-1.5%	-15%	-2%	-19%	-5%	-9%	-7%
Listed for COc1c(O)c(O)cc2c1oc1c3ccccc3oc(=O)c21 → 0%	?	nt	-10%	10µM*[quencher]	-29%	?	10%

Sorted by molecular weight (largest number first): some entries from above.
entry	SMILES	aGal spleen mod	Epigenetic reg	NPSR antag	TR SRC2 fluor cs	Tau fluor counter	CBFb-RUNX1 inh	Tau fibril FP	TRb-SRC2 inh
40	COc1cccc(C(=O)N(c2ccc(OC)cc2OC)C2C=CS(=O)(=O)C2)c1 (stereo not given)	2%	-0.4%	-15%[46.1 µM]	-1%	5%	-1%	0%	0%
32	O=C(CCC(=O)c1cccs1)OCC(=O)c1ccc(Cl)s1	6%	7.2%	-4%[46.1 µM]	0%	-20%	24%	-3%	-4%
38	Cc1ccsc1-c1nc(CN2CCN(C)C(=O)[C@@H]2C)c(C)o1	11%	1.1%	-18%	0%	6%	-1%	6%	1%

(next part)
entry	SMILES	aGal spleen mod	Epigenetic reg	NPSR antag	TR SRC2 fluor cs	Tau fluor counter	CBFb-RUNX1 inh	Tau fibril FP	TRb-SRC2 inh
41	CC(=O)OC1CC2C(C)(C)C(=O)C3OC3[C@]2(C)C2CC[C@@]3(C)C(c4ccoc4)OC(=O)C4OC43[C@]12C (stereo not given in full)	-3%	-0.5%	nt	0%	-7%	10%	-2%	1%
42	COCCNC(=O)C(c1ccc(C)o1)N(Cc1ccco1)C(=O)c1snc(C(N)=O)c1N (stereo not given)	4%	-1.2%	6%[46.1 µM]	3%	-5%	-1%	-8%	-15%
43	Cc1cc(C)n(-c2nnc(C)n2N)n1	16%	-1.0%	-7%[46.1 µM]	3%	-8%	6%	0%	-1%
44	O=C(Nc1ccc(F)cc1)Nc1nnc(COc2ccccc2F)s1	5%	0.9%	-13%	-4%	?	-1%	14µM*	1%
